CASP6 VEID inh – human caspase-6 inhibitors, primary screen, biochemical, VEID-R110 fluorescence, single point, set 2; P55212; purified caspase-6, Z-VEID-R110 cleavage fluorescence; inhibition, % at 12.5 µM; hit rate 0.53% among 350,000; AID 686996, 2013;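 active = mean inhibition across replicates at least about 35%, with every replicate also reaching that limit, limit read from the data; inconclusive = only one of the two criteria met; inactive = neither criterion met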;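 note: 0% = median of neutral control wells and 100% = no fluorescence left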
Target sequence (P55212 24-179 limits assumed): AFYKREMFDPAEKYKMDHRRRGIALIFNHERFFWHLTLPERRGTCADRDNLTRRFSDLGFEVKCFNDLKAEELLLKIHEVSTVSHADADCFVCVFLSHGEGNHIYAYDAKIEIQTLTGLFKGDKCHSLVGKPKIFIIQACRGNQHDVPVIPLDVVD
Target sequence (P55212 194-293 limits assumed): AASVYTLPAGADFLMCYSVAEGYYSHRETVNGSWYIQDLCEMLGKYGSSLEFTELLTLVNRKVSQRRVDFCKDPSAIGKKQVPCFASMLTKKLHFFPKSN
CFTR F508del cor – F508del CFTR correction, initial screen, CFBE line, single point. hit rate 0.36% among 350,000. AID 720511, 2013. CFBE cells, YFP halide quenching; stimulated with forskolin plus potentiator P3; % fluorescence drop versus neutral controls. activity (quench increase), % at 7.58 µM;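 active = mean added fluorescence quench of at least 8% versus neutral control, with both replicates also reaching 8%; inconclusive = only one of the mean or replicate conditions met; inactive = mean below 8% and not both replicates reaching 8%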;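 note: cells transiently co-express mutant CFTR-F508del with the halide-sensitive YFP; corrector assay measuring rescue of mutant channel to the surface after 24 h compound exposure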
DENV2 CPE – inhibitors of DENV2 cytopathic effect, primary screen, cell-based, plate reader, single concentration | DENV2-infected cells, cytopathic effect rescue | CPE inhibition, % at 9.99 µM | hit rate 1.7% among 350,000; in the data active = CPE inhibition above about 20%, passing the limit was not always enough; inconclusive = no clear call, values can overlap the other calls; tested in BHK-21 cells;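 note: 0% = median of neutral control wells and 100% = median of positive control wells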
ERp5 block – inhibitors of ERp5-driven insulin aggregation, primary screen, biochemical, turbidity, absorbance 650 nm, single point. Protein disulfide-isomerase A6 (Homo sapiens), Q15084. 90 min. inhibition, % at 9.99 µM. hit rate 0.05% among 350,000. AID 651711, 2012;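 active = mean replicate inhibition above about 25%, with every replicate also reaching it, limit read from the data, passing the limit was not always enough; inconclusive = only one of those two criteria met; inactive = neither criterion met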
Target sequence (Q15084 whole entry, looked up): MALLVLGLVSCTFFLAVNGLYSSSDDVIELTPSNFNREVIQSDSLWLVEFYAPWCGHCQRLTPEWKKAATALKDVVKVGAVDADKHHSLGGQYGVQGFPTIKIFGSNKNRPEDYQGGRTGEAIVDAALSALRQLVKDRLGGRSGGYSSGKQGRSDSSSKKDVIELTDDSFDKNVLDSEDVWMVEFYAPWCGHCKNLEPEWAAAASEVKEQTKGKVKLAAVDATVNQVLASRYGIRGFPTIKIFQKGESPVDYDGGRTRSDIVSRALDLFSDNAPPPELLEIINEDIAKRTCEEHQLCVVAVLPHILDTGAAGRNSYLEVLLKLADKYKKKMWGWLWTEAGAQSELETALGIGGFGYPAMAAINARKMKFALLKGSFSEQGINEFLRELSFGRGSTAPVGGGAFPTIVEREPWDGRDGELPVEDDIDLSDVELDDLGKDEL
ERAP1 HTS inh – human ERAP1 aminopeptidase inhibitors, primary screen, biochemical, single point, plate reader. Endoplasmic reticulum aminopeptidase 1 (Homo sapiens), Q9NZ08. recombinant ERAP1, Leu-AMC fluorescence, 60 min. inhibition, % at 10.7 µM. hit rate 0.15% among 340,000. AID 652197, 2013;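 active = mean replicate inhibition of at least 30%, or all replicates individually reaching that 30% level; inactive = mean below 30% and not every replicate reaching it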;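 note: 0% = neutral control wells and 100% = L-leucinethiol positive control wells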
SIRT5 inh – SIRT5 desuccinylase inhibitors, primary screen, biochemical, fluorescence imaging, single point, set 5 | hit rate 1.1% among 330,000 | inhibition, % at 15 µM | NAD-dependent protein deacylase sirtuin-5, mitochondrial (Homo sapiens), Q9NXA8 | Purified SirT5, succinyl-peptide AMC, trypsin-coupled fluorescence; in the data active = inhibition above about 15%; inconclusive = no clear call, values can overlap the other calls
Target sequence (Q9NXA8 whole entry, looked up): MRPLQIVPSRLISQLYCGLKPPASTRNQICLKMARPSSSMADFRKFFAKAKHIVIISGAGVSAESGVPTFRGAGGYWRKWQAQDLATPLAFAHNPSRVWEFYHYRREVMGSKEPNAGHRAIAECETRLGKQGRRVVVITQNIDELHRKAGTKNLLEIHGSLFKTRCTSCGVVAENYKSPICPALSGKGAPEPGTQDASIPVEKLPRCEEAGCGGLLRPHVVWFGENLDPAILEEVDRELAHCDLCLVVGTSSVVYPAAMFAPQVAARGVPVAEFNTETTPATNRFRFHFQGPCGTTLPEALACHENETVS
miR122 inh – miR-122 Renilla sensor signal increase in Huh7, primary screen, miR-122 inhibitor project, cell-based, single point, plate reader | activation (reporter increase), % at 12.5 µM | Huh7 miR-122 Renilla luciferase sensor, 48 h; neutral wells = 0, positive control = 100 | hit rate 0.3% among 340,000 | AID 602342, 2012;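 active = mean replicate activation score at least 90 and every replicate individually at or above 90; inconclusive = only one of the two criteria met; inactive = neither criterion met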;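 note: higher luciferase means less miR-122 activity so hits act as miR-122 inhibitors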
An asterisk follows results filed as active; u = inconclusive; x = not tested or not shown; & = joins results of further samples; [ ] = remark or other dose.

CASP6 VEID inh,CFTR F508del cor,DENV2 CPE,ERp5 block,ERAP1 HTS inh,SIRT5 inh,miR122 inh,canonical_smiles
2,-1.5,-2,-2,-2,-2,-20[16.7 µM],O=C(Nc1ccc(F)cc1)N1C[C@@H]2[C@H](c3ccccc31)[C@H](CO)N2Cc1ccccc1
-2,1.2,-4,-9,12,-18,0,Cn1ncnc1SCc1cn2cccnc2n1
-1,4.3,5,4,-1,-2,-10,CC(=O)c1cccc(NC(=S)NC(=O)Cc2ccccc2)c1
-4,0.6,-7,-10,4,-6,-2,O=C(C[n+]1ccc(C(=O)c2ccccc2)cc1)Nc1ccc(C(F)(F)F)cc1
6,1.5,2,2,-1,-7,3,O=C(C(O)c1ccc(Br)cc1)N1CCC(Nc2ccc3[nH]ncc3c2)CC1 (configuration not stated)
2,-1.4,25*,-7,-1,0,2,COc1ccc(CN2CCC[C@]3(N[C@H](c4ccc(C)cc4)[C@@H]4C(=O)N(Cc5ccccc5)C(=O)[C@@H]43)C2=O)cc1
3,-0.9,-12,-1,1,5,10[16.7 µM],C[C@H](CO)N1C[C@H](C)[C@@H](CN(C)C(=O)C2CCCCC2)Oc2cc(C#C[C@@H](C)O)ccc2S1(=O)=O
-1,x,3,1,-30,-3,x,O=C(O)c1cccc(NC(=S)NC(NC(=O)c2ccccc2[N+](=O)[O-])C(Cl)(Cl)Cl)c1 (configuration not stated)
3,2.1,-7,4,-4,-2,2,COc1ccc(CCNS(=O)(=O)c2ccc3c(c2)NC(=O)CCS3)cc1OC
-1,2.2,2,-1,-1,-2,2,CCOC(=O)C1(Cc2cccc(Cl)c2)CCCN(C(=O)c2cc(C)n(C)n2)C1 (configuration not stated)
2,0.4,-7,1,1,0,x,COc1ccc(/C(N)=N/OC(=O)c2ccco2)cc1OC
1,-0.9,6,-4,5,-4,4,CCCS(=O)(=O)N1CCN(Cc2ccncc2)CC1
-2,-2.6,20,-4,2,x,-2,C=C1CCN([C@@H](CC(C)C)C(=O)Nc2ccc(OC)cc2)S(=O)(=O)c2ccccc21
-1,-1.5,-8,-3,-1,-1,1,CC(C)(C)NC(=O)COc1ccc(S(=O)(=O)N2CCCC2)cc1
0,-0.2,-4,1,x,-1,0,COc1cccc(OC)c1C(=O)Nc1cccc2c1CCCC2
2,0.3,-7,1,3,0,-7,COc1ccccc1C(=O)NCC(=O)NCCc1ccc(Cl)cc1
-6,0.8,3,-7,-4,15,1,COc1ccc(S(=O)(=O)N(C)C)cc1NCC(=O)Nc1cccc2ccccc12
7,x,-4,5,3,x,4,O=[N+]([O-])c1cc(S(=O)(=O)NCCN2CCOCC2)ccc1Sc1nnnn1-c1ccccc1
-6,-1.5,-12,-2,0,-2,-1,O=C1CCC(C(=O)O)N1 (configuration not stated)
3,-1.5,1,4,1,-13,7[16.7 µM],Cc1noc(C)c1NC(=O)N(C)C[C@H]1Oc2ncc(/C=C/c3ccccc3)cc2C(=O)N([C@@H](C)CO)C[C@H]1C
-2,0.8,6,4,0,-3,3[16.7 µM],COCC#Cc1cnc2c(c1)C(=O)N([C@H](C)CO)C[C@H](C)[C@H](CN(C)Cc1ccccc1)O2
3,4.8,-5,1,2,-4,x,N#Cc1ccc(-c2ccccc2)nc1SCCN1CCOCC1
3&1,0.3&-2.3,-9&9,-5&16,-4&1,8&-4,-3,C[C@H](CO)N1C[C@H](C)[C@@H](CN(C)S(=O)(=O)c2cccc(C#N)c2)OCc2cn(nn2)CCCC1=O
-1,-0.9,-3,2,4,-3,7,Cc1cc(C2C(=O)NC(=O)C2=O)c(C)cc1Br (configuration not stated)
1,3.5,u,0,0,-2,9,CC(C)(C)c1cc2nc(NCCc3ccc(S(N)(=O)=O)cc3)ccn2n1

Random excerpt: three entries already listed, in no set order.
CASP6 VEID inh,CFTR F508del cor,DENV2 CPE,ERp5 block,ERAP1 HTS inh,SIRT5 inh,miR122 inh,canonical_smiles
3,2.1,-7,4,-4,-2,2,COc1ccc(CCNS(=O)(=O)c2ccc3c(c2)NC(=O)CCS3)cc1OC
-1,x,3,1,-30,-3,x,O=C(O)c1cccc(NC(=S)NC(NC(=O)c2ccccc2[N+](=O)[O-])C(Cl)(Cl)Cl)c1 (configuration not stated)
-2,0.8,6,4,0,-3,3[16.7 µM],COCC#Cc1cnc2c(c1)C(=O)N([C@H](C)CO)C[C@H](C)[C@H](CN(C)Cc1ccccc1)O2

Remaining list, next part
CASP6 VEID inh,CFTR F508del cor,DENV2 CPE,ERp5 block,ERAP1 HTS inh,SIRT5 inh,miR122 inh,canonical_smiles
-5,1.6,-24,7,0,2,10[16.7 µM],O=C(c1ccc2c(c1)OCO2)N1CC[C@@H]2[C@H](CO)Nc3ccc(-c4ccc(F)cc4)cc3[C@@H]21
1,-1.8,11,10,0,-4,x,CC1CCCCC1N=C1NC(C)(C)CS1 (configuration not stated)
-2,-4.1,u,-1,0,-1,4,CC1CC(C)CN(CCOc2cccc3ccccc23)C1 (configuration not stated)
1,-1.1,-11,-9,-3,9,-5[16.7 µM],Cc1noc(C)c1S(=O)(=O)Nc1ccc2c(c1)C(=O)N([C@H](C)CO)C[C@@H](C)[C@H](CN(C)C(=O)Nc1ccccc1)O2
-5,1.3,4,-1,x,0,x,O=C(CN1C(=O)c2ccccc2C1=O)NCCOc1ccccc1
2,-1.4,-16,2,-1,-2,-5,Cc1cc(NS(=O)(=O)c2ccc(NS(=O)(=O)c3cc(C)c(Cl)cc3Cl)cc2)no1
-11,2.7,-1,-3,-4,0,x,CC(C)N(C)C(=O)c1ccc(OC2CCN(CCc3ccccc3)CC2)cc1
2,-1.0,2,-7,2,-6,-9,CCOC(=O)CCCCC(=O)c1[nH]c(=O)[nH]c1C[n+]1ccc(C)cc1
1,-2.9,-3,0,-1,-1,-7,COc1ccc2nc(NC(=O)CSCC(=O)Nc3cc(C)on3)sc2c1
2,x,x,3,4,0,2,CCCc1cc(N2CCCC(C(=O)NCC)C2)n2ncnc2n1 (configuration not stated)
-1,-2.8,-8,2,2,-5,-5,CCC(C)[C@H]1CNCCN1CCCc1cc(OC)c(OC)c(OC)c1 (some centres not stated)
1,4.3,-1,13,-1,20*,-5[16.7 µM],C[C@@H]1CN([C@H](C)CO)C(=O)Cc2cc(NS(=O)(=O)c3ccc(Cl)cc3)ccc2O[C@H]1CN(C)Cc1ccc(Oc2ccccc2)cc1
-2,0.0,2,-1,-8,1,x,O=C(O)C1(C(=O)O)CCC2(CCCCC2)CC1
0,-1.9,2,-2,1,-3,-3,CC(C)c1ccc(N(CC(=O)NCCCN2CCOCC2)S(=O)(=O)c2ccccc2)cc1
-2,3.2,0,0,-3,-3,-8,O=C(c1nc2ccccn2c1CNCCCn1ncc2ccccc21)N1CCCC1
1,2.9,-7,0,2,-4,-2,Cc1cc2oc(C(=O)Nc3ccc(S(N)(=O)=O)cc3)c(C)c2cc1Cl
1,-1.0,-4,4,0,-10,-2,COc1cc(CNc2ncnc3c2ncn3[C@H]2CN(Cc3ccc4c(c3)OCO4)C[C@@H](CO)O2)cc(OC)c1OC
0,-1.9,-3,2,-2,-2,x,NNC(=O)COc1cccc(Oc2ccccc2)c1
1,0.4,-1,-3,3,3,x,CCCCOc1ccc(-c2[nH]ncc2C=O)cc1
-6,-1.1,-2,-5,-2,x,13,Cc1ccc(-c2cc3nc(-c4ccccc4)cc(NCCCO)n3n2)cc1
1,1.3,-2,-1,-2,-1,x,COc1ccc(CCNC(=O)c2cc(S(=O)(=O)N(C)C)ccc2N2CCCC2)cc1OC
1,0.9,-5,0,-1,-3,x,COc1ccc2c3c(n(C)c2c1)[C@@H](CO)N(Cc1cccc(Cl)c1)CC31CCN(C(=O)C2CC2)CC1
3,1.2,5,1,0,0,x,Cc1cccc(NS(=O)(=O)c2cccc(C(=O)NCC(C)(C)N3CCOCC3)c2)c1
0,-0.1,-3,-2,-3,0,-2,CC(=O)Cn1c(=O)oc2ccccc21
-2,1.6,14,6,1,2,6,CCOc1ccc(S(=O)(=O)N(C)CC(=O)NCCN2CCOCC2)cc1
0,-0.8,-14,-1,-2,1,-6,CCOC(=O)C1=CCN(S(=O)(=O)c2ccc(C)cc2)C1c1cccc(C)c1 (configuration not stated)
2,-1.3,-2,0,0,-3,x,CCC(NC(=O)c1oc2ccccc2c1COC)c1ccc(OC)cc1 (configuration not stated)
-1,-2.7,x,7,1,2,-12,COC(=O)c1ccc(Cl)c(NC(=O)CN(c2ccccc2)S(=O)(=O)c2ccc(OC)cc2)c1
18,1.9,u,8,1,7,x,CC(=O)Nc1ccc(S(=O)(=O)CC(=O)CS(=O)(=O)c2ccc(NC(C)=O)cc2)cc1
1,3.1,2,5,2,-6,5,CCS(=O)(=O)N1Cc2ccccc2CC1C(=O)Nc1ccccc1OC (configuration not stated)
1,-0.7,1,3,-2,x,-8,O=[N+]([O-])c1ccc2oc(/C=C/c3ccc(O)cc3)nc2c1
3,2.5,14,-4,-1,3,-5[16.7 µM],COc1ccc(NC(=O)N(C)C[C@@H]2OCCCC[C@@H](C)Oc3ccc(NC(=O)Nc4ccc(F)cc4)cc3C(=O)N([C@H](C)CO)C[C@H]2C)cc1
-1,-0.2,-1,6,2,0,-5[16.7 µM],C[C@H]1CN([C@@H](C)CO)C(=O)c2cc(NC(=O)Nc3cccc4ccccc34)ccc2O[C@@H]1CN(C)S(=O)(=O)c1cccs1
0&0,2.0&0.6,1&-6,4&0,10&0,-3&1,2,C[C@@H]1CN([C@H](C)CO)C(=O)CCCn2nncc2CO[C@H]1CN(C)Cc1ccc(C(=O)O)cc1
-3,0.7,3,2,1,-1,0,CCOC(=O)C1CCCN(CC(=O)c2ccc(F)cc2)C1 (configuration not stated)
5,-3.5,2,3,5,-2,-3,CN(c1ccccc1)S(=O)(=O)c1ccc(C(=O)NNC(=O)c2ccccc2)cc1
1,0.2,-4,8,1,0,22,COc1cc(Nc2cc(C)nc3ncnn23)cc(OC)c1OC
1,0.7,-1,2,0,2,x,Cc1ccc(NC(=O)CN2C(=O)NC3(CCCCC3)C2=O)cc1S(=O)(=O)N1CCOCC1
-2,-3.3,9,-4,0,-6,-1[16.7 µM],C[C@H](CO)N1C[C@H](C)[C@@H](CN(C)Cc2ccncc2)Oc2cc(-c3cncnc3)ccc2S1(=O)=O
4,4.8,-6,-2,0,x,x,OC(c1ccccc1)(c1ccccc1)C1CCN(CCCOc2ccncc2)CC1
4,1.7,-2,14,-3,9,-2,COc1ccc(-n2c(CCC(=O)O)ccc2-c2ccccc2)cc1
-2,0.0,-16,3,-3,-3,x,CO[C@@H]1CN(C)C(=O)c2cc(NC(=O)NC(C)C)ccc2OC[C@@H](C)N(Cc2ccccn2)C[C@@H]1C
-1,-2.0,-2,-1,2,-5,x,O=C(CCN1CCCCC1)NNC(=S)NC(=O)c1ccc(Br)cc1
2,0.3,3,6,1,x,1,COc1ccc(C)cc1NC(=O)NC1CC(=O)N(c2ccc3c(c2)OCCO3)C1 (configuration not stated)
2,x,14,-5,-5,7,x,O=C([C@H]1[C@H](CO)[C@H]2Cn3c(cccc3=O)[C@@H]1N2C(=O)CC1CC1)N1CCCCC1
0,-2.8,0,2,-3,-7,x,Cc1ccccc1Nc1c([N+](=O)[O-])ccc2nonc12
5,1.7,9,6,1,1,-6[16.7 µM],C[C@H](CO)N1C[C@H](C)[C@@H](CN(C)C(=O)Nc2ccc3c(c2)OCO3)Oc2ccc(NC(=O)NC3CCCCC3)cc2CC1=O
-1,-1.3,-4,-1,x,-1,-3,O=C(NNc1ccccc1C(F)(F)F)c1cccs1
3,0.3,-5,-3,0,-4,-5,Cc1ccc(C(=O)Nc2ncccc2O)o1
-2,5.0,-4,6,-2,1,x,COc1ccc(N/C(N)=N/c2nc(C)cc(C)n2)c(OC)c1

High-throughput results (PubChem BioAssay)
